# Assay outcomes (PubChem)
# Dicer inh – inhibitors of human Dicer processing of pre-microRNA; z-score at 25 µM; cat-ELCCA pre-miR-21 Dicer processing, chemiluminescence; hits give high values; Q9UPY3; hit rate 6% among 47,000; AID 1347074; in the data active = z-score above about 3, passing the limit was not always enough;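 note: plate controls were vehicle for no effect and no enzyme for full effect; higher signal means more uncleaved substrate so more Dicer inhibition; strong numbers were not always called active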
# Numbers without * were called inactive. Not all compounds are listed; the hit share may differ from the screen's.
Structure | Dicer inh
CCC(CO)NC(=O)c1cc2c(n(-c3ccc(Cl)cc3)c1=O)CC(C)(C)CC2=O (stereo not drawn) | 1.1
CCCc1nc2c(C)cc(-c3nc4ccccc4n3C)cc2n1Cc1ccc(-c2ccccc2C(=O)O)cc1 | 0.57
Cc1cc(C)nc(NS(=O)(=O)c2ccc(N3C(=O)C4C5C=CC(C5)C4C3=O)cc2)n1 (stereo not drawn) | 0.33
Cc1c(Cl)cccc1NC(=S)N1C(C)CCCC1C (stereo not drawn) | -0.76
Fc1ccc(CSc2nc3ncc(Br)cc3[nH]2)c(Cl)c1 | 0.89
Cc1ccc(=O)n(S(=O)(=O)c2ccc(F)cc2F)n1 | 0.63
C=CCOc1ccc(C2c3c(oc4ccccc4c3=O)C(=O)N2c2ccc(C)cn2)cc1 (stereo not drawn) | 0.29
O=C(O)C1CC2(COC(c3ccccc3)OC2)C1C(=O)O (stereo not drawn) | -0.42
CCc1ccn2cc(-c3ccc(Cl)c(C)c3)nc2c1 | -0.1
CC1(C)CC(=O)C2=C(C1)NC1=C(C(=O)CC(C)(C)C1)C2c1ccc(Cl)c(Cl)c1 | -0.56
COc1ccc(-c2cc3ccccc3n2CC(O)CNCC2CCCO2)cc1 (stereo not drawn) | -0.66
Oc1ccccc1-c1nc(/C=C/c2cccs2)nn1-c1ccccc1 | 3
CCOC(=O)c1cnc(Nc2ccc(OC)cc2OC)nc1C(F)(F)F | 0.16
CN(C)S(=O)(=O)c1ccc(NC(=O)CSc2nccn2C)cc1 | 1.5
O=S(=O)(NCC1COc2ccccc2O1)c1ccc(S(=O)(=O)c2ccccc2)s1 (stereo not drawn) | -0.69
CS(=O)(=O)NCCSc1nnnn1-c1ccccc1 | -0.83
CCCCc1c(O)c2ccc(C)cc2n(CC)c1=O | 2.9
Cn1cnnc1SCc1ccccc1[N+](=O)[O-] | 0.61
NNC(=O)c1cccc(C(F)(F)F)n1 | -0.58
O=C(O)CCCCCNC1CCS(=O)(=O)C1 (stereo not drawn) | 0.51
O=C(O)CCCC(=O)Nc1nccs1 | 2.9
COCCNc1nc2c(c(=O)n(Cc3ccc(F)cc3)c(=O)n2C)n1C | 1.3
Cn1cc(S(=O)(=O)NCc2ccc3c(c2)OCO3)c(C(F)(F)F)n1 | -0.74
Cc1ccc(C)c(NS(=O)(=O)c2cccc3cccnc23)c1 | -0.09
O=C(CC1C(=O)NCCN1C(=O)Nc1ccc(F)cc1)Nc1ccc(F)cc1 (stereo not drawn) | 0.22
Cc1[nH]c2ccccc2c1C(=O)COc1ccccc1 | 0.34
CSC(=NCc1ccco1)Nc1ccc(Cl)cc1 | 2.2
Fc1cc(Br)c(-n2cccc2)c(Br)c1Cl | 0.11
O=S(=O)(c1ccc(F)cc1)N1CCN(Cc2ccc3c(c2)OCO3)CC1 | 3.2*
Cc1nn2c3c(cnc2c1-c1ccc(Cl)cc1)C(=O)CC(C)C3 (stereo not drawn) | -0.51
O=C(O)c1cscc1Sc1ccc(Cl)cc1 | -0.33
CCCCNC(=O)Nc1ccccc1Oc1ccccc1 | 0.54
CCOC(=O)C(C)Sc1n[nH]c(=O)[nH]c1=O (stereo not drawn) | -0.57
O=C(O)c1cc2n(n1)C(C(F)(F)F)CC(c1ccc(Cl)cc1)N2 (stereo not drawn) | 1.7
COc1ccc(C2CC(=O)C3=C(C2)Nc2ccccc2NC3c2ccc(OC)c(O)c2)cc1 (stereo not drawn) | 1
Cc1ccc(C(=O)C2CCN(C(=S)Nc3ccc(Cl)cc3Cl)CC2)cc1 | -0.88
O=C(CSc1nc2ccccc2[nH]1)Nc1ncc([N+](=O)[O-])s1 | 0.45
Cc1ccc(C2c3c(oc4ccccc4c3=O)C(=O)N2c2ccc(C)cn2)cc1 (stereo not drawn) | 4.2*
Cc1oc2cc(Br)c(O)cc2c1C(=O)OC(C)C | 3.8*
CCCOc1ccc(C2c3c(oc4ccc(F)cc4c3=O)C(=O)N2c2nc(C)c(C)s2)cc1 (stereo not drawn) | 0.3
C=C1SC(Nc2cccc(Cl)c2C)=NC12CCCCC2 | -0.14
Cc1ccc(NS(=O)(=O)c2ccc3c(c2)n(C)c(=O)n3C)c(C)c1 | -0.38
CCOC(=O)c1cnn(C)c1NS(=O)(=O)c1ccc(Cl)cc1 | -1.8
COc1ccc2c(c1)CCC(C(C)=O)C2=O (stereo not drawn) | -0.92
O=C(Nc1cccnc1)C1CC(c2ccc(Cl)cc2)=NO1 (stereo not drawn) | -1.1
O=[N+]([O-])c1ccc2c(c1)CCN2C(=S)Nc1ccccc1Cl | 1.1
COC(=O)c1c(C)n(S(=O)(=O)c2cccs2)c2ccc(NS(=O)(=O)c3cccs3)cc12 | 2.1
CC(C)N1C(=O)C(O)(CC(=O)c2cccnc2)c2ccccc21 (stereo not drawn) | 0.93
CCN1CCN(C(=O)N[C@@H](C(=O)N[C@@H]2C(=O)N3[C@@H]2SC(C)(C)[C@@H]3C(=O)O)c2ccccc2)C(=O)C1=O | 0.69
CCOC(=O)c1c(C)oc(-c2ccc(Cl)cc2)c1S(=O)(=O)Nc1ccccc1 | -0.14

# Next results
Structure | Dicer inh
Clc1ccc(Cn2c(-c3ccco3)nc3ccccc32)cc1 | 2.5
CSc1ncc(-c2n[nH]c(=S)n2C)n1C | -1.5
NC(=O)C12CC3CC(CC(Br)(C3)C1)C2 | -1.3
O=c1[nH]c(=S)[nH]c(C(F)(F)F)c1Cc1ccc(Cl)c(Cl)c1 | 0.85
O=c1n(-c2ccccc2)c(=O)n2n1C1c3ccccc3C2c2ccccc21 | 1.7
O=C1c2nc3cc(-c4ccccc4)[nH]n3c(=O)c2CN1C1CCCCC1 | -0.91
CCOC(=O)c1nnn(-c2nonc2N)c1CN(C)C | -0.78
NC(=O)c1sccc1Br | 0.53
CCOc1cc(S(=O)(=O)n2ccnc2)ccc1F | -1.2
COc1ccc(C(C2=C(O)CC(C)(C)CC2=O)C2C(=O)CC(C)(C)CC2=O)cc1O (stereo not drawn) | 0.81
O=C(CC1(O)C(=O)N(CCc2ccccc2)c2ccc(Br)cc21)c1ccncc1 (stereo not drawn) | 3.6*
CCOC(=O)C(NC(C)=O)(NC1CCCCC1)C(F)(F)F (stereo not drawn) | 0.24
Cc1c(-c2nc(-c3ccc(C(C)(C)C)cc3)no2)n(C)oc1=O | 0.14
S=C(NCCNC(=S)NCC1CC1)NCC1CC1 | -0.64
COc1ccc(OCC(O)CNS(=O)(=O)c2c(C)noc2C)cc1 (stereo not drawn) | -3.1
O=C(O)CSCC(=O)NCCNc1ncccc1C(F)(F)F | 1.8
Cc1cccc(C(=O)Nc2sc3c(c2C(=O)NC(C)(C)C)CCC3)c1 | 9.5
CCCC1=C(C(=O)OCC)C(c2cc(OC)ccc2OC)n2c(nc3ccccc32)N1 (stereo not drawn) | 1
CC(C)c1ccc(NC(=S)Sc2ccc(F)cc2F)cc1 | -1.3
O=C(Nc1ccc2c(c1)CCO2)Nc1ccc2c(c1)CCO2 | 1.1

# As entered above.
# Dicer inh result of CCCOc1ccc(C2c3c(oc4ccc(F)cc4c3=O)C(=O)N2c2nc(C)c(C)s2)cc1 (stereo not drawn) = 0.3
# Dicer inh result of Cc1c(-c2nc(-c3ccc(C(C)(C)C)cc3)no2)n(C)oc1=O = 0.14

# The list continues.
Structure | Dicer inh
CSC1=N/C(=C\N(C)C)C(=O)N1CCOc1ccc(Cl)cc1 | 3.3*
N#C/C(=N\Nc1cccc(F)c1)C(=O)C1CC1 | 2.6
COc1ccc(Cl)cc1N1C(=O)C2C(c3ccccc3)OC3(C(=O)c4ccccc4C3=O)C2C1=O (stereo not drawn) | 4.1*
NC1=NC(c2cc(F)cc(F)c2)n2c(nc3ccccc32)N1 (stereo not drawn) | -1.9
CS(=O)(=O)c1ccc2ccn(O)c2c1 | -3.5
N#Cc1sc(SCc2ccccc2)c2c1CC(c1ccccc1)CC2=O (stereo not drawn) | 0.58
COCCCN=C(Nc1ccc(Br)cc1C)SC | 1.9
CSc1nc(C)c2cc(C)oc2n1 | 4.3*
CC(C)(C)OC(=O)NCCNC(=O)Nc1ccccc1C(F)(F)F | -0.78
CCOC(=O)/C(N=Nc1ccccc1Cl)=C(/O)CSc1nnc(C(F)(F)F)n1C | 1.5
COC(=O)c1sc(C(C)(C)C)cc1N | -0.32
C=CCOC(=O)C1=C(C)NC2=C(C(=O)CC(C)(C)C2)C1c1ccc(OCc2ccccc2)c(OC)c1 (stereo not drawn) | 0.47
CCN(CC)CCn1c(NC(C)=O)nc2ccccc21 | 1.2
Cc1nn(C)c(=O)c(N)c1-c1cc(-c2ccsc2)n[nH]1 | -0.27
Cc1cccc(OCc2nc(-c3cccc(C)c3)no2)c1 | -1.9
CC1(C)NC(=O)N(CC(O)COc2ccccc2Cl)C1=O (stereo not drawn) | 0.98
CCc1ccc(-c2nc3ccccc3c(=O)o2)cc1 | 0.7
CCCS(=O)(=O)c1c(S(=O)(=O)CCC)c2c(C)cccn2c1C(N)=O | 20
O=C(CSC(=S)N1CCCCC1)c1c(F)cccc1F | -1.4
Cc1ccc2onc(OC(=O)NC(C)C)c2c1 | -0.78

# 7 neighbouring entries already listed, for reference:
Structure | Dicer inh
Cc1nn(C)c(=O)c(N)c1-c1cc(-c2ccsc2)n[nH]1 | -0.27
Cc1cccc(OCc2nc(-c3cccc(C)c3)no2)c1 | -1.9
CC1(C)NC(=O)N(CC(O)COc2ccccc2Cl)C1=O (stereo not drawn) | 0.98
CCc1ccc(-c2nc3ccccc3c(=O)o2)cc1 | 0.7
CCCS(=O)(=O)c1c(S(=O)(=O)CCC)c2c(C)cccn2c1C(N)=O | 20
O=C(CSC(=S)N1CCCCC1)c1c(F)cccc1F | -1.4
Cc1ccc2onc(OC(=O)NC(C)C)c2c1 | -0.78

# Other records:
Structure | Dicer inh
CCOC(=O)C1=C(C)NC2=C(C(=O)CC(C)(C)C2)C1c1ccc(N(C)C)cc1 (stereo not drawn) | -0.49
CCOC(=O)c1cc(-c2ccccc2)sc1NC(=O)c1ccc(Cl)cc1 | 0.58
Cc1cc(C)nc(S/C=C/C(=O)c2ccc(Br)cc2)n1 | -1.3
CCOc1cc(C2C(C#N)=C(N)Oc3n[nH]c(C)c32)ccc1OCc1ccccc1 (stereo not drawn) | -6
Cc1ccc(C(=O)Oc2ccc3oc(=O)sc3c2)cc1 | 5.1*
CN(NS(=O)(=O)c1ccccc1C(F)(F)F)c1cnc2ccccc2n1 | -0.13
N/C(CS(=O)(=O)c1ccccn1)=N\OC(=O)c1cccs1 | -0.86
Fc1ccc2ncc(-c3ccc(Br)s3)nc2c1 | -2.4
COCCN1C(=O)c2oc3ccc(F)cc3c(=O)c2C1c1cccc(O)c1 (stereo not drawn) | -0.64
CCCC1Cc2[nH]c(=O)c(C#N)cc2CO1 (stereo not drawn) | 0.02
CC1CN=C(NS(=O)(=O)c2ccccc2)N1 (stereo not drawn) | -1.3
CC(C)(C)c1cc(Cl)c(OS(=O)(=O)c2cc(Cl)cc(Cl)c2)c(Br)c1 | -0.25
O=C(Nc1ccc(Cl)cc1)c1cccnc1 | -0.12
Cc1ccc(-c2ncnn2-c2cccc(Cl)c2C)cc1 | 0.51
CC(C)NC(=O)Oc1ccc([N+](=O)[O-])cc1 | -0.73
O=C1CC(c2ccco2)CC2=C1C(c1ccccc1)n1nc(C(F)(F)F)nc1N2 (stereo not drawn) | 0.25
Nc1ccn(C2O[C@H](CO)[C@@H](O)C2(F)F)c(=O)n1 (stereo partly drawn) | -1.3
CCOC(=O)C(NC(C)=O)(OCc1ccccc1)C(F)(F)F (stereo not drawn) | -0.05
Cc1onc(-c2c(Cl)cccc2Cl)c1NC(=O)OCCOc1cc(C(F)(F)F)ccn1 | 1.2
O=C(NNc1cc(C(F)(F)F)cc(C(F)(F)F)c1)NC(=O)c1ccccc1Cl | -1.6
COc1cc(NS(=O)(=O)c2ccc(N)cc2)ncn1 | -0.3
CS(=NC(=O)c1ccc(Cl)cc1)c1ccc(OC(=O)c2ccc(Cl)cc2)cc1 (stereo not drawn) | 1.1
O=C(Nc1ccc(OC(F)(F)F)cc1)Nc1ccc2ccccc2n1 | -1
Nc1ccc(N=Nc2ccccc2)c(N)n1 | 0.95
COc1ccc(/C=C/c2nc(-c3ccccn3)no2)cc1OC | 2.4
N/C(=N\OCc1noc(-c2ccsc2)n1)c1ccc(C(F)(F)F)cc1 | -1.5
CCOc1cc(C)c(S(=O)(=O)Nc2cccnc2)cc1C | 1.3
CCCCOC(=O)n1c(=O)oc2ccccc21 | 6.6*
CCOC(=O)CSc1nc2cc(Cl)c(Cl)cc2n1CC | -0.54
COc1cccc(-c2nn3c(Cc4ccccc4)nnc3s2)c1 | -0.14
Cc1cccc2c1N(C(C)C)C(=O)C2=O | 1.6
O=S(=O)(Nc1ncccc1OCc1cc(F)cc(F)c1)c1ccccc1C(F)(F)F | 0.92
Cc1cc(-c2ccccc2)nc(SCc2ccc(C(=O)O)o2)n1 | -0.17
Cc1cc(C)c2c(n1)sc1c(=S)nc[nH]c12 | 0.54
COc1cccc(C(=O)NNc2cc(C(F)(F)F)ccn2)c1 | 1.9
Cc1cc(Oc2ccc(Cl)c(C)c2)c2ccccc2n1 | -0.82
CN(C)c1c(Cl)c(Cl)c(Cl)c(Cl)c1Cl | 0.5
CCCCCCCC/C=C\CCCCCCCC(=O)NCCc1ccc(O)c(O)c1 | 1.1
Nc1c(C(=O)c2ccc([N+](=O)[O-])cc2)sc2nc(-c3cccs3)cc(C(F)(F)F)c12 | 1.5
CC(=O)Oc1ccc2occ(C(=O)c3ccc(Cl)cc3)c2c1 | 5.8
COc1cc(/C=C2\N=C(c3ccccc3)NNC2=O)cc(OC)c1OC | -2.5
N=C(N)c1ccc(N)cc1 | -1.7
Cc1cccc2nc(CSc3nncn3-c3ccccc3)cn12 | -0.94
COC(=O)C1=C(C(=O)OC)SC(=C2C(=S)C(C)(C)N3C(=O)C(=O)c4c(C)ccc2c43)S1 | -0.08
CC1CN=C(N(C(=O)Nc2cccc(Cl)c2)c2ccc(Cl)cc2)S1 (stereo not drawn) | -0.78
NC(=O)CNC(=O)CSc1ccccn1 | 0.07
